# Source: PubChem BioAssay
# FLuc counter: counter-screen for miR-21 project: firefly luciferase inhibitors or activators; P08659; purified FLuc, Km substrates, luminescence inhibition; Potency, µM (series often up to 57.5 µM), without a hit: top-dose activity change, negative = inhibition, actives largely listed as inhibitors; actives 6.9% (n = 360,000);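 note: plate controls were vehicle for no effect and reference inhibitor for full effect; nearly all actives have a fitted effect of over 55% in size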
# Target sequence (P08659 whole entry, looked up): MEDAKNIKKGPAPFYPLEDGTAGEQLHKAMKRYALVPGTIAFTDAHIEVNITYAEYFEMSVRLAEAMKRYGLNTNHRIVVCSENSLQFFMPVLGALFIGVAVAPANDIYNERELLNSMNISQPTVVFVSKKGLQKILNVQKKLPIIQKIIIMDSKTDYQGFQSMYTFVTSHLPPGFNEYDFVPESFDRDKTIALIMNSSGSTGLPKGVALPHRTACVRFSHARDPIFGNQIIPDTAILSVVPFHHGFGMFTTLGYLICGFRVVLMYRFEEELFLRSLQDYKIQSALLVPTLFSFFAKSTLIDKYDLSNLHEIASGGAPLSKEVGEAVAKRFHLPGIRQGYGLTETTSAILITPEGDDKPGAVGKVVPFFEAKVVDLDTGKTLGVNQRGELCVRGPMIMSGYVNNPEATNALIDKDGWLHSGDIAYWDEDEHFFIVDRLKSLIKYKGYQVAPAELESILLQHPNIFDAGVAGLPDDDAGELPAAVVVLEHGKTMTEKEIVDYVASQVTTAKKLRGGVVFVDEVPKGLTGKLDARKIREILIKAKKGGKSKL
#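 Purified P. pyralis luciferase (10nM final) with 10uM D-luciferin and 10uM ATP (Km levels) in 50mM Tris acetate pH 7.5, 10mM Mg acetate, 0.01% Tween-20, 0.05% BSA; qHTS 6-point titration, ~60 µM downward; luminescence read.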
# p53 reactivation: restores transcriptional activity of mutant p53; H1299 p53-A138V BP100-luciferase reporter, luminescence, 24 h; Potency, µM (titrated, usually from 92.2 µM), inactives show top-dose activity change, positive = activation, usual class: activators; actives 0.063% (n = 320,000); AID 504706; note: % of control where 0% means no effect; nearly all actives have a fitted effect of over 45% in size
#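 p53-null H1299 cells stably carrying temperature-sensitive p53-A138V and a BP100-luciferase reporter were pinned with compounds (4-point, 1:5 series) and held 24 hrs at 37 deg C. Luminescence was read 10 min after detection reagent.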
# BRCA1 expr act: activators of BRCA1 expression; Potency, µM (top dose mostly 46.1 µM), for the others: at the highest dose activation, hits mostly activators; actives 1.1% (n = 380,000); MCF7-BRCA1-FFLuc reporter, luminescence, 48 h; response scale: scaled: vehicle 0%, 10 µM genistein 100%; note: nearly all actives have a fitted effect of over 80% in size; some results filed as inactive show a strong effect at the top dose
#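 Compounds are tested at multiple concentrations on MCF7 BRCA1-luciferase reporter cells seeded at 2000 per well; after 48 h, a single luminescence end-point is taken and curves fitted to the normalized data.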
# ELG1 genotoxic: inducers of genotoxicity in HEK293T ELG1-luciferase cells; HEK293T ELG1-luciferase reporter, luminescence, 16 h; actives 1.3% (n = 330,000); Potency, µM (highest dose often 46 µM), without a hit: at the highest dose activity change, positive = activation, hits mostly activators; note: % of control where 0% means no effect; nearly all actives have a fitted effect of over 60% in size
#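 Step 1: seed 2,000 HEK293T ELG1-luciferase cells per well. Step 2: add compound or DMSO, incubate 16 hr at 37 °C. Step 3: ONE-Glo, 30 min at room temperature, read luminescence.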
# CXXC DNA block: MLL CXXC-DNA interaction inhibition; MLL-CXXC / FITC-HOXA9 DNA fluorescence polarization; Potency, µM (highest dose often 115 µM), for the others: at the highest dose activity change, negative = inhibition, most hits filed as inhibitors; actives 0.037% (n = 290,000); active = well fitted inhibition curve with a large enough effect in the polarisation, with a control signal flat, not every such curve was filed as active; inconclusive = small, poorly fitted or top-dose-only effect, or effect the other way, or a change in a side signal; inactive = no such curve, though single readings can be large or run the other way; the % refers to the polarisation
#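 Steps: dispense CXXC domain solution (7 uM) → pin compounds or unlabeled HOX-A9 DNA control → 5 min ambient → add FLSN-HOX-A9 solution (50 nM) → spin → 30 min ambient → fluorescence polarization. Tris pH 7.5/NaCl/DTT/BSA buffer.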
# VP16 counter: counter-screen for ROR gamma inhibitors: Gal4-VP16 reporter; Potency, µM (titrated, usually from 53.6 µM), inactives show top-dose activity, negative = inhibition, usual class: inhibitors; Drosophila S2 Gal4-VP16 UAS-luciferase, luminescence, 20 h; actives 3.5% (n = 310,000);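 note: Gal4-VP16 expression switched on by copper sulfate through the metallothionein promoter; % is set by controls: 0 for no effect and ±100 for the full control effect; nearly all actives have a fitted effect of over 50% in size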
# MBNL1-CUG inh: blocks human MBNL1 binding to CUG repeat RNA; actives 0.036% (n = 280,000); Potency, µM (highest dose often 57.5 µM), inactives show at the top dose activity change, negative = inhibition, actives largely listed as inhibitors; AID 2675; Q9NR56; TR-FRET MBNL1-His/biotin-(CUG)12 binding, 665/545 ratio; active = well fitted inhibition curve with a large enough effect in the signal ratio, with a control signal flat, not every such curve was filed as active; inconclusive = small, poorly fitted or top-dose-only effect, or effect the other way, or a change in a side signal; inactive = no such curve, though single readings can be large or run the other way; the % refers to the signal ratio; note: % is set by controls: 0 for no effect and ±100 for the full control effect
# Target sequence (Q9NR56 whole entry, looked up): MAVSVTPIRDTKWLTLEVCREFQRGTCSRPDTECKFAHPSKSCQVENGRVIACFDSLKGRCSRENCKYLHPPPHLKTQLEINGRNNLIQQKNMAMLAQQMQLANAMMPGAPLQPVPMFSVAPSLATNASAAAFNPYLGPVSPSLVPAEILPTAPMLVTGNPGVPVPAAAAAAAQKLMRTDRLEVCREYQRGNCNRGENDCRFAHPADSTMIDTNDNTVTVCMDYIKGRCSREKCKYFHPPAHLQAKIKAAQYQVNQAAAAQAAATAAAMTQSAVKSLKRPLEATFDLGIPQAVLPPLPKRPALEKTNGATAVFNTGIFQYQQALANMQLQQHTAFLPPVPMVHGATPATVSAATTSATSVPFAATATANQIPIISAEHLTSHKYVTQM
#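 Ratiometric TR-FRET (665 over 545 nm, excitation 340 nm) tracks disruption of MBNL1-His/biotin-(CUG)12 complex after 60 min at room temperature, with compounds at 92 nM to 58 uM final.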
# RORg inh: inhibitors of mouse ROR gamma transcriptional activity. P51450. actives 5.4% (n = 310,000). Potency, µM (titrated, usually from 53.6 µM), inactives show at the highest dose activity change, negative = inhibition, most hits filed as inhibitors. Drosophila S2 Gal4-RORgamma UAS-luciferase reporter, 20 h; note: % is set by controls: 0 for no effect and ±100 for the full control effect; nearly all actives have a fitted effect of over 60% in size
#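 Luminescence from a UAS-regulated Photinus luciferase reporter in stably transfected Drosophila Schneider cells is measured; decreased signal marks ROR gamma inhibition. Fusion expression is induced by 700 uM copper sulfate for 20 hr.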
# NPC1 prom act: activates the NPC1 promoter; Huh7 NPC1 promoter luciferase reporter, 24 h; Potency, µM (series often up to 9.22 µM), without a hit: top-dose activation, usual class: activators; actives 2.4% (n = 320,000);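 note: % of control where 0% means no effect; nearly all actives have a fitted effect of over 60% in size; reporter is driven by a mutant NPC1 promoter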
#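 Huh7 reporter cells (NPC1 promoter driving luciferase) are dosed with compound for 24 h at 37 °C, 5% CO2; luciferase detection reagent is then added and luminescence measured after 10 min at ambient temperature.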
# Rab9 prom act: activates the Rab9 promoter | Potency, µM (highest dose often 9.22 µM), for inactives: at the top dose activation, negative = inhibition, actives largely listed as activators | AID 485297 | actives 2.8% (n = 320,000) | Huh7 Rab9 promoter-luciferase reporter, luminescence, 24 h; note: % of control where 0% means no effect; nearly all actives have a fitted effect of over 60% in size
#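 Cell-based reporter: Huh7 stable for Rab9 promoter-driven luciferase, plated in reduced-serum medium with 10% FBS at 1500 cells/well, compound-treated 24 h at 37 °C, luminescence read after 10 min reagent.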
# uPA surface inh: cell surface uPA generation inhibition | actives 0.31% (n = 330,000) | cell surface uPA generation assay, qHTS | Potency, µM (series often up to 38.3 µM), inactives show top-dose activity change, negative = inhibition, actives largely listed as inhibitors; active = well fitted inhibition curve with a large enough effect; inconclusive = small, poorly fitted or top-dose-only effect; inactive = no such curve, though single readings can be large or run the other way; tested in mouse RAW 264.7 cells; note: % is set by controls: 0 for no effect and ±100 for the full control effect; nearly all actives have a fitted effect of over 55% in size
# * hit, by the source's call; ? = inconclusive; . = no result given; & = joins results of further samples; [ ] = another dose, or the depositor's remark. Unless noted, calls come from the whole dose curve; as a rule, active = well fitted curve in the direction sought with a large enough effect; inconclusive = small, poorly fitted or top-dose-only effect, or another doubt; inactive = no such curve, though single readings can be large; an effect the other way counts as inactive or inconclusive. Potency is the fitted concentration of half-maximal effect. Not all compounds are listed, so the mix of outcomes need not match the whole.
SMILES,FLuc counter,p53 reactivation,BRCA1 expr act,ELG1 genotoxic,CXXC DNA block,VP16 counter,MBNL1-CUG inh,RORg inh,NPC1 prom act,Rab9 prom act,uPA surface inh
CCN1C[C@]2(COC)CC[C@H](O)[C@]34C1[C@](O)([C@@H](OC)[C@H]23)[C@@]1(O)C[C@H](OC)[C@H]2C[C@@H]4[C@@H]1[C@H]2OC,-0.1%,3.8%,6.8%,-1.2%,.,.,.,.,-0.3%,0.7%,-11.3%
CP(=O)(O)CCCN,2.9%,1.9%,-0.9%,-1.6%,-1.7%&-5.6%,-4.9%&-0.7%,-3.1%,-17.6%&7.2%,-1.1%,-8.6%,12.0%
O=P(O)(O)C#Cc1ccccc1,?,14.4%,.,?,13.2%,1.7%,2.0%,7.7%,0.5%,3.1%,.
COC(=O)C(Cc1ccc(N(CCCl)CCCl)cc1)N=Cc1ccccc1O (configuration not stated),-13.5%,.,-94.7%[inhibitor],?,11.6%,?,-15.5%,7.94µM*,-34.2%[inhibitor],-49.3%[inhibitor],-15.6%
Cc1ccc(-n2c(O)c(/C=N/NC(=O)c3ccncc3)c(=O)[nH]c2=O)cc1,-7.1%,9.4%,0.5%,-2.5%,85.7%[activator],4.3%,?,40.1%,-1.5%,-5.5%,10.5%
COC(=O)C1=C(c2c(C)noc2C)C[C@@H]2CC[C@H]1N2C(=O)NC1CC1,-1.2%,?,-9.5%,3.7%,.,.,.,.,-3.8%,-1.1%,-5.7%
CC(C(=O)Nc1ccc(Br)cc1C(=O)c1ccccc1)N1CCCCC1 (configuration not stated),-0.8%,-1.3%,-3.9%[1.84 µM],-4.4%,0.4%,-3.4%,2.0%,7.1%,0.3%,-0.3%,9.1%
COc1cccc(NP(=O)(Oc2ccccc2Cl)Oc2ccccc2Cl)c1,7.4%,-4.7%,-61.2%,-6.8%,-2.3%,-20.5%,?,130.1%,-3.2%,0.1%,-8.4%
CC(=O)OCC(=O)[C@H]1CC[C@H]2[C@@H]3CC[C@H]4C[C@H](O)CC[C@]4(C)[C@H]3C(=O)C[C@]12C,-0.2%,-5.3%,1.3%,-9.7%,.,.,.,.,-0.7%,-2.4%,3.1%
FC(F)(F)c1ccc(CN2CCNCC2)cc1,-3.8%,-4.1%,2.4%,1.0%,4.2%,-1.6%,-3.3%,-18.8%,-2.0%,2.4%,2.6%
O=C(c1ccccc1)c1cn(CC(=O)N2CCOCC2)c2ccccc12,4.8%,-1.6%,10.4%,1.0%,1.1%,-0.9%,-2.7%,-7.8%,1.1%,-0.8%,1.3%
CCOC(=O)c1sc2ccccc2c1NC(=O)c1coc2ccccc2c1=O,-0.2%,?,-55.3%,1.3%,-18.1%,?,?,?,0.3%,1.7%,0.3%
c1cncc(CNC2CCCC2)c1,-0.1%,-0.8%,2.3%,-2.7%,-2.4%,-4.3%,1.4%,-18.2%,-2.5%,0.1%,6.3%
Cc1ccc(C2(O)CCN3CCCCC32)cc1 (configuration not stated),0.5%,4.4%,0.0%,0.1%,1.8%,-0.6%,-19.5%,-19.8%[10 µM],11.0%,-6.7%,-2.9%
Cc1ccc(Cn2nnnc2CN2CCC(n3nnc4ccccc43)CC2)cc1,0.2%,-6.0%,-44.7%,-6.8%,7.2%,2.8%,0.2%,-15.2%,-1.4%,-8.2%,4.4%
CCCCCCn1c(N)c(C(=O)NCCN2CCOCC2)c2nc3ccccc3nc21,-0.4%,-15.5%,.,-16.8%,12.8%,?,?,?,-2.5%,-5.1%,-1.0%
COc1ccc(C2C(C(=O)N3CCC4(CC3)OCCO4)CC(=O)N2c2ccc(OC)cc2)cc1 (configuration not stated),-0.8%,2.8%,11.7%,-7.6%,3.7%,9.2%,-21.8%,19.2%,-3.7%,-7.2%,-2.1%
COc1cc(CN2CCN(C(=O)COc3ccccc3)CC2)cc(OC)c1OC,2.4%,-3.7%,4.2%,6.1%,5.5%,-0.2%,-11.6%,12.9%,1.1%,8.9%,4.7%
COC(=O)C1=C(c2ccc(F)cc2F)C[C@@H]2CC[C@H]1N2C(=O)NCc1ccco1,4.2%,9.0%,-22.5%,0.4%,.,.,.,.,-1.7%,-5.2%,-26.8%
CCOC(=O)N1CCC(NC(=O)CCc2nc(C3=CCN(C)CC3)no2)CC1,0.7%,6.0%,-0.5%&0.2%,3.5%,-6.5%,0.0%,10µM*,-1.3%,0.2%,1.5%,-4.4%&-5.5%
COC(=O)C1=C(c2ccc(-c3ccccc3)c(F)c2)C[C@@H]2CC[C@H]1N2C(=O)NC(C)C,-1.7%,-2.5%,-53.1%,-0.4%,.,.,.,.,-2.9%,-9.8%,?
CCN(c1ccc(C)cc1C)S(=O)(=O)c1nnc(NC(=O)c2ccco2)s1,0.9%,1.8%,-27.5%,-1.5%,4.3%,3.2%,39.5%[activator],?,1.7%,0.0%,-8.1%
CCSC(=O)N1CCCCCC1,5.9%,0.7%,28.0%,-3.0%,.,4.3%,.,23.2%,0.8%,-2.7%,-0.3%
CCCCn1c(O)c(C(C)=NCc2ccc(F)cc2)c(=O)[nH]c1=O,-0.1%,-9.9%,-4.2%,-6.2%,-0.4%,-1.4%,2.0%,?,-3.6%,-0.3%,-2.2%
OCCNCCc1c[nH]c2ccc(OCc3ccccc3)cc12,-1.5%,-5.5%,-36.7%,-7.7%,8.8%,3.1%,-2.0%,-15.1%,1.2%,-2.2%,5.4%
# Continuation.
SMILES,FLuc counter,p53 reactivation,BRCA1 expr act,ELG1 genotoxic,CXXC DNA block,VP16 counter,MBNL1-CUG inh,RORg inh,NPC1 prom act,Rab9 prom act,uPA surface inh
CN1/C(=C\C=C2C(=O)NC(=S)NC2=O)C(C)(C)c2ccccc21,-7.8%,-3.1%,-26.5%,?,?,-8.6%,?,6.8%,-24.1%,17.2%,-7.5%
Cc1ccc(NP(=O)(Oc2ccccc2F)Oc2ccccc2F)cc1C,5.6%,-7.9%,-51.2%,-2.8%,-6.0%,-8.7%,-15.0%,?,-0.8%,-1.3%,-6.3%
COc1cc(OC)c(OC)cc1CNCCc1ccc2c(c1)OCO2,1.6%,3.2%,0.7%,-7.4%,2.7%,-8.1%,-0.6%,18.2%,-1.4%,2.6%,-15.1%
Cn1c(O)c(C(=O)c2ccccc2F)c(=O)n(C)c1=O,-0.5%,5.9%,-11.9%,0.7%,-4.4%,10.9%,-1.0%,2.2%,1.7%,-1.9%,-1.3%
NC(=O)Cn1cc(C(=O)c2ccccc2F)c2ccccc21,-2.5%,-6.1%,-14.8%,-0.8%,-2.1%,-4.0%,17.5%,2.0%,0.2%,0.4%,9.4%
C=C(C=O)C[C@@H]1C[C@H](O)C2OC3C[C@]4(C)OC5/C=C\CC6OC7C(CC=CCC6OC5CCCC4OC3CC2O1)OC1CC2OC3CC(=O)OC3C[C@@H](C)C[C@@]2(C)OC1C[C@@H]7C (some centres not stated),-1.6%,-12.4%&-10.4%,-23.4%,-11.5%&-9.7%,1.0%,-5.2%,-12.8%,?,-46.1%[inhibitor],-45.1%[inhibitor],-11.7%
COc1ccccc1NC(=O)N1C[C@@H]2C[C@@H](C1)c1cccc(=O)n1C2,4.2%,8.5%,-11.3%,-0.8%,5.5%,-7.8%,0.5%,-27.1%,1.7%,-5.9%,?
COc1ccc(CCNC(=O)C(=O)NCC2OCCN2S(=O)(=O)c2ccc(Cl)cc2)cc1 (configuration not stated),4.5%,.,-45.1%,-2.9%,.,?,2.0%,?,-5.3%,-8.4%,-2.6%
O=[N+]([O-])NC1=NCN(Cc2ccco2)CN1Cc1ccco1,0.0%,4.3%,-0.6%,1.5%,14.1%,-12.8%,?,-1.6%,-5.0%,3.7%,-5.3%
COc1nc(NC(C)C)nc(N(C#N)CN2C(=O)c3ccccc3S2(=O)=O)n1,-0.5%,3.5%,-2.4%,-0.3%,-9.8%,?,4.9%,?,0.0%,-0.4%,-3.6%
O=C(N/N=C/c1c(O)n(Cc2ccccc2)c(=O)[nH]c1=O)c1ccccc1,?,?,-24.6%,13.7%,12.4%,?,3.3%,?,-0.2%,-2.7%,-4.2%
CN1CCN(c2cc(N3CCCC3)c([N+](=O)[O-])cc2F)CC1,6.6%,-2.0%,0.9%,-1.7%,6.7%,-6.5%,?,6.2%,1.2%,-0.2%,1.0%
O=C(Nc1ccc(Cl)cc1)Nc1nccs1,10.7µM*,?,-34.0%,3.0%,-7.8%,5.1%,-7.3%,-8.0%,-6.9%,-0.6%,-12.2%
